ALOX15B inhib = qHTS Assay for Inhibitors of 15-hLO-2 (15-human lipoxygenase 2); Polyunsaturated fatty acid lipoxygenase ALOX15B (Homo sapiens), O15296; purified 15hLO-2, xylenol orange hydroperoxide absorbance; Potency, µM (titrated, usually from 57.1 µM), for the others: at the top dose activity change, negative = inhibition, usual class: inhibitors; hit rate 0.56% among 110,000; AID 881, 2007; further: potency means the concentration at half of the fitted maximal effect; nearly all actives have a fitted effect of over 60% in size; many of its hits are not listed in these tables
Target sequence (O15296 whole entry, looked up): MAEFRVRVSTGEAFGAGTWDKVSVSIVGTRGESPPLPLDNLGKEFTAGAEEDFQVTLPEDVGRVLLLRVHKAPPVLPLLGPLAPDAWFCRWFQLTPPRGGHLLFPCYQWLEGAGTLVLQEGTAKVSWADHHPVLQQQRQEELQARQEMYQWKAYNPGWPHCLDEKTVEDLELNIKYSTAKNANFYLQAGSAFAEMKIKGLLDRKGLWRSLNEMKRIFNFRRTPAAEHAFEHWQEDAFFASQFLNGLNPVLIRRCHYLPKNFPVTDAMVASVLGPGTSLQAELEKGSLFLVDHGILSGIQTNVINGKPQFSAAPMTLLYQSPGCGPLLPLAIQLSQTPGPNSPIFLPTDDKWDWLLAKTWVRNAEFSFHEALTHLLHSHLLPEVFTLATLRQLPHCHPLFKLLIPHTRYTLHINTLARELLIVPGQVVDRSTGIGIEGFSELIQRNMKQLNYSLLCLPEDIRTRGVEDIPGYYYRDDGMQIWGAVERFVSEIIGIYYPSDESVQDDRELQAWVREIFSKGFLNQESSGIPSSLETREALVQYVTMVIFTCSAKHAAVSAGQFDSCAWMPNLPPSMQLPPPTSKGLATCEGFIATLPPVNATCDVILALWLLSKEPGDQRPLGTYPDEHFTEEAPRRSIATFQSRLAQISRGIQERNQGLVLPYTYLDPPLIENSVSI
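Purified human 15hLO-2 (50 nM) preincubated 15 min with compound, then 45 uM arachidonic acid for 90 min at RT in 25 mM Hepes pH 7.5, 0.01% Triton X-100. Hydroperoxide detected by Fe-xylenol orange; 573/405 nm absorbance ratio.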
IMPase cell inh = qHTS Assay for Identifying the Cell-Membrane Permeable IMPase Inhibitors. Inositol monophosphatase 1 (Rattus norvegicus), P97697. CHO-M1 cells, IP1 accumulation, HTRF TR-FRET ratio. inhibition (IP1 accumulation), % at 46.1 µM. 120,000 tested, under 10 active. AID 901, 2007; active means well fitted curve in the direction sought with a large enough effect in the signal ratio, not every such curve was filed as active; inconclusive means small, poorly fitted or top-dose-only effect, or a change in a side signal; inactive means no such curve, though single readings can be large or run the other way; the % refers to the signal ratio;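 further: cells stimulated with carbachol in lithium chloride buffer; plate controls were DMSO basal wells for no effect and reference inhibitor wells for full effect; higher means more IMPase inhibition seen as more IP1 and lower FRET ratio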
Target sequence (P97697 whole entry, looked up): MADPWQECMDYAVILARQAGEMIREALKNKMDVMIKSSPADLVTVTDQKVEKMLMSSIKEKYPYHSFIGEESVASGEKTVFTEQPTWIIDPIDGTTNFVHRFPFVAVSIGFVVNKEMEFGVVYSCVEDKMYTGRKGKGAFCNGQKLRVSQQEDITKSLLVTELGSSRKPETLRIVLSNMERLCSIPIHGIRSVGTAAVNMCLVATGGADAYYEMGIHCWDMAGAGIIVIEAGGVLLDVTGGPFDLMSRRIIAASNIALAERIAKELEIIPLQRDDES
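Elevated IP1 in lysates lowers TR-FRET signal (665/620 ratio and 620 channel reported). Cells were CHO-M1, given carbachol (50 uM as added) plus 50mM LiCl, pH 7.4, 30 min, 37C; compounds titrated up to 46 uM; AC50 by Hill equation.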
PNC assembly inh = High Content Assay for Compounds that inhibit the Assembly of the Perinucleolar Compartment; PC3M PTB-GFP, PNC prevalence imaging, 16 h; hits give low values; activity change (PNC), negative = inhibition, % at 10 µM; hit rate 3.1% among 140,000; AID 2417, 2010;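 active means readout at or below -70, meaning at least 70% loss of cells showing the perinucleolar compartment, a nuclear body marking cancer cells; inconclusive means readout between -30 and a set limit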;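 further: plate controls were DMSO wells for no effect and camptothecin positive control wells for full effect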
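PC3M cells stably expressing PTB-GFP, 750–1000 cells/well, treated 16 h at 37 °C with compound (23 nl of library stock), in duplicate. After paraformaldehyde fixation and Hoechst stain, imaged at 20x; PNC prevalence scored by image analysis.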
ALOX12 inhib = qHTS Assay for Inhibitors of 12-hLO (12-human lipoxygenase); Polyunsaturated fatty acid lipoxygenase ALOX12 (Homo sapiens), P18054; purified 12-hLO, xylenol orange hydroperoxide absorbance; Potency, µM (highest dose often 57.1 µM), inactives show at the top dose activity change, negative = inhibition, actives largely listed as inhibitors; hit rate 0.12% among 150,000; AID 1452, 2008; further: potency means the concentration at half of the fitted maximal effect; nearly all actives have a fitted effect of over 55% in size; many of its hits are not listed in these tables
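Hydroperoxide output read as Fe(III)-xylenol orange absorbance, 573-to-405 nm ratio, after 30 min reaction with 40 uM arachidonic acid. Enzyme: 150 nM purified human 12hLO, 15 min compound preincubation; 25 mM Hepes pH 7.0, room temperature.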
* marks the source's active call; other numbers are inactive results; ? = inconclusive; . = no result given; [ ] = another dose, or the depositor's remark. Unless noted, the call rests on the fitted dose curve; in most records, active means well fitted curve in the direction sought with a large enough effect; inconclusive means small, poorly fitted or top-dose-only effect, or another doubt; inactive means no such curve, though single readings can be large; an effect the other way counts as inactive or inconclusive. Unless noted, on the % scale 0 is the no-effect control and ±100 the full control effect. Some of the compounds tested; rates above refer to the full screens.

| mol | ALOX15B inhib | IMPase cell inh | PNC assembly inh | ALOX12 inhib |
| --- | --- | --- | --- | --- |
| O=C1CCc2ccc(OCCCCN3CCN(c4cccc(Cl)c4Cl)CC3)cc2N1 | 30%[0.0915 µM] | . | . | 1%[0.00818 µM] |
| CC(C)OC(=O)CN1CCN(S(=O)(=O)c2cc(Cl)ccc2Cl)CC1 | -2% | -3 | ? | -2% |
| OC(CN1CCNCC1)Cn1c2ccc(Br)cc2c2cc(Br)ccc21 (stereo not given) | 50%[activator] | . | . | 2% |
| CCOC(=O)COc1ccc(Br)cc1C1NC(=O)NC(C)=C1C(=O)NCc1ccccc1 (stereo not given) | . | 3 | 52 | 6% |
| COc1ccc(C2CC(c3ccccc3)=NN2C(=O)COC(=O)C2CC2)cc1 (stereo not given) | . | . | -4 | 1% |
| O=C(/C=C/c1ccccc1)c1cccs1 | -6% | 1 | . | 0% |
| CCOC(=O)c1c(C)c(C(=O)NCc2ccco2)c(C)n1Cc1ccccc1 | -23% | 2 | 24 | -8% |
| N#CC(C(=O)NC1CCCCC1)=C1CCCCC1 | . | . | ? | -1% |
| COC(=O)c1ccc(CSc2nnc3n(Cc4ccccc4OC)c(=O)c4ccccc4n23)o1 | -22% | -6 | -8 | -11% |
| Cc1ccnc(NC(c2ccncc2)c2c(C)[nH]c3ccccc23)c1 (stereo not given) | . | 1 | 25 | -2% |
| O=C1CC(O)(C(F)(F)F)Oc2c1ccc1ccccc21 (stereo not given) | -14% | 1 | ? | -13% |
| Cn1c(NCc2ccccc2O)nc2ccccc21 | 0% | 1 | -14 | 0% |
| Cc1noc(C)c1C(=O)N1CCC2(CC1)CCN(c1ncccn1)CC2 | -2% | . | . | -1% |
| CCOC(=O)/C(C#N)=C\c1ccc(CC)s1 | . | 3 | 5 | 2% |
| COc1ccc(N2C(=O)C(CC(=O)Nc3ccccc3)N(Cc3ccc4c(c3)OCO4)C2=O)cc1 (stereo not given) | 0% | -4 | ? | -13% |
| CCOC(=O)c1cc2cc3ccccc3cc2[nH]1 | . | -23 | -2 | -2% |
| Cc1ccc(NC(=O)CSc2nnc(NC(=O)CN3CCOCC3)s2)cc1 | 1% | 0 | -117* | 2% |
| CCN(CC)S(=O)(=O)c1cc(OC)c(Cl)cc1Cl | 3% | -5 | 15 | -5% |
| C[C@@]1(C(NS(=O)(=O)c2cccc3cccnc23)c2ccc(-c3ccccc3)cc2)C[C@H]1C1CCCCC1 (stereo not given in full) | 17% | . | . | 0% |
| CCCCOC(=O)Nc1ccc(C(=O)OCCC)cc1 | -1% | 1 | 38 | -7% |
| COc1ccc(C(=O)N2CC3(C)CC2CC(C)(C)C3)cc1 (stereo not given) | -3% | -2 | ? | -2% |
| CCOC(=O)CN1C(=O)Nc2ccc(Br)cc2C1c1ccccc1 (stereo not given) | -7% | 17 | -6 | -14% |
| CCCCn1nnnc1SCC(=O)Nc1ccc(N(C)C)cc1 | -15% | 11 | -3 | 2% |
| CCN1CCN(C(=O)CS(=O)(=O)Cc2nc(-c3ccc(C)cc3)oc2C)CC1 | 2% | ? | ? | 4% |
| O=C(CCCOc1ccccc1)n1nnc2ccccc21 | 2% | 5 | -16 | -1% |

| mol | ALOX15B inhib | IMPase cell inh | PNC assembly inh | ALOX12 inhib |
| --- | --- | --- | --- | --- |
| C#CC(CC)(CC)NC(=O)c1c(C)noc1C | -2% | 0 | 44 | 2% |
| CCOc1ncccc1C(=O)Nc1ccc(-c2cn3ccsc3n2)cc1 | -6% | -25 | 17 | -4% |
| CCNC(=O)Cn1c(=O)c2c(ncn2Cc2ccccc2)n(Cc2ccccc2)c1=O | -3% | 2 | 47 | 2% |
| C=CCOc1ccc(/C=N/NC(=O)CN(c2cc(Cl)ccc2OC)S(=O)(=O)c2ccc(C)c([N+](=O)[O-])c2)cc1 | . | . | -5 | 0% |
| O=C(N/N=C/c1cccc([N+](=O)[O-])c1)c1cc2c(ccc3ccccc32)o1 | -26% | -3 | 32 | 3% |
| O=C(c1ccccc1)N1CCN(C(=O)N2CCOCC2)CC1 | 1% | 0 | -9 | -3% |
| CCOc1nc(-c2ccccc2)ccc1-c1noc(-c2ccco2)n1 | . | -7 | -100* | -2% |
| COc1cc(C2C(Oc3ccccc3C)C(=O)N2Cc2ccc(F)cc2)cc(OC)c1OC (stereo not given) | . | 6 | 29 | -1% |
| C=CCSc1n[nH]c(-c2ccc(OCCC)cc2)n1 | 0% | 6 | 8 | -1% |
| COc1cc(CCC(=O)OCn2nnc3ccccc3c2=O)cc(OC)c1OC | 5% | 8 | ? | -2% |
| COc1ccc(-n2cc(-c3ccccc3)c3c(N4CCN(CCO)CC4)ncnc32)cc1 | 47%[activator] | 1 | ? | -1% |
| CCOc1ccccc1OCC(=O)NC1CCCCC1 | 3% | 0 | 12 | -9% |
| Cc1ccc(C2NC(c3ccc(C)cc3)C([N+](=O)[O-])C(C)(C)C2[N+](=O)[O-])cc1 (stereo not given) | . | 3 | -17 | 2% |
| CCC(=O)Nc1ccc(NC(=O)CSc2nnnn2C(C)C)cc1 | 1% | 0 | -4 | 7% |
| CCCn1nnc(NC(=O)c2ccccc2Cl)n1 | 0% | 0 | 51 | -3% |
| COc1ccccc1N(CC(=O)Nc1ccccc1C(=O)NCC(C)C)S(C)(=O)=O | -2% | 9 | -15 | -2% |
| O=C(NCC1CCCO1)C(c1cccs1)N(Cc1ccccc1Cl)C(=O)c1ccc(-c2ccccc2)[nH]1 (stereo not given) | . | -2 | -3 | 1% |
| O=C(CSc1nc(O)cc(=O)[nH]1)N1CCCc2ccccc21 | 3% | -1 | -30 | -2% |
| CC(=O)Oc1c2c(c3c(c1CC=C(C)C)O[C@@]14C(=CC5CC1C(C)(C)OC4(C/C=C(\C)C(=O)O)C5=O)C3=O)OC(C)(CCC=C(C)C)C=C2 (stereo not given in full) | -15% | . | . | -13% |
| Cn1c(=O)c2c(-c3ccccc3)n(Cc3ccccn3)cc2n(C)c1=O | -15% | -6 | 39 | -2% |
| C=CCn1c(=NC(=O)c2ccc(S(=O)(=O)N3CCCC3)cc2)sc2cc(NC(C)=O)ccc21 | . | . | 5 | 1% |
| Cc1nc2cc(NC(=O)NCc3ccco3)ccc2n1C | 2% | 8 | -9 | -2% |
| COc1ccc(Cl)cc1N(CC(=O)Nc1cccc(SC)c1)S(C)(=O)=O | -1% | 9 | 7 | -6% |
| O=C(CN1CCN(Cc2ccccc2Cl)CC1)N=Nc1c(O)[nH]c2ccccc12 | . | -3 | -20 | 3% |
| Cc1ccc(C(C(=O)NC2CCCC2)N2CCc3ccccc32)cc1 (stereo not given) | 2% | 7 | -11 | -2% |

| mol | ALOX15B inhib | IMPase cell inh | PNC assembly inh | ALOX12 inhib |
| --- | --- | --- | --- | --- |
| CCOC(=O)CSc1nc(N)c(C#N)cc1C#N | . | . | 5 | 2% |
| CCC(C)/C(C)=N/NC(=O)c1ccc(CSc2nc3ccccc3s2)cc1 (stereo not given) | . | . | 3 | -1% |
| O=C(Nc1ccccc1)c1ccc(NCC2CCCO2)c([N+](=O)[O-])c1 (stereo not given) | . | 10 | -5 | 1% |
| CCCCCN=Cc1c(C)[nH]n(-c2nc3ccccc3s2)c1=O | 26% | -8 | 29 | 22% |
| O=C(CSc1ncnc2c1cnn2-c1ccc(F)cc1)NCc1ccc2c(c1)OCO2 | . | . | 28 | -3% |
| Cc1cccc(NC(=O)N(Cc2cc3cc(C)cc(C)c3[nH]c2=O)CC2COCCO2)c1 (stereo not given) | 20% | 3 | 10 | -2% |
| COc1ccc2oc(-c3ccc(O)cc3)cc(=O)c2c1 | -13% | 0 | . | 2% |
| Cc1ccc(S(=O)(=O)N2CCc3ccccc3C2CN2C(=O)c3ccccc3C2=O)cc1 (stereo not given) | -1% | 5 | -30 | -3% |
| COc1ccccc1-c1nnc(SCC(=O)NC2CCCCC2)o1 | . | 2 | 40 | -2% |
| Cc1ccc(OCCCn2c(=O)sc3ccccc32)cc1 | -6% | 12 | 64 | -7% |
| CCCCNC(=O)OC(C)CNC(=O)OC (stereo not given) | 6% | 0 | 1 | 0% |
| Cc1cc(=O)oc2cc(OC(C)C)ccc12 | -2% | 1 | -3 | -3% |
| c1ccc(CN2CCN(c3ncccn3)CC2)nc1 | -8% | -5 | ? | -8% |
| COc1ccc2c(C(=O)CN3CCN(CCO)CC3)c[nH]c2c1 | 5% | 10 | 21 | -4% |
| COc1ccc(NC(=O)C2CCC(CNc3c(N4CCCCC4)c(=O)c3=O)CC2)cc1OC (stereo not given) | -2% | 8 | -28 | 2% |
| CSc1n[nH]c(-c2sccc2OCc2ccc(C)cc2)n1 | -3% | 8 | ? | -1% |
| CN(C)CCCNC(=O)/C=C/c1ccc2c(c1)OCO2 | . | . | 1 | 1% |
| O=C(COC(=O)CCNS(=O)(=O)c1ccc(Cl)cc1)NCc1ccco1 | -16% | 9 | ? | 0% |
| Cc1nc(NC(=O)CSc2nnc(-c3ccccc3)c(-c3ccccc3)n2)c(Cl)cc1Cl | . | . | 5 | -1% |
| Cc1ccc2oc(C(Cl)(Cl)Cl)cc(=O)c2c1 | -7% | 5 | ? | -12% |
| Cc1cc[n+](-c2[nH]c(=O)sc2/C=N/NC(=O)c2ccccc2[O-])cc1C | . | 2 | 24 | 4% |
| COc1cccc(C(C#N)N2CCOCC2)c1 (stereo not given) | -2% | 3 | -4 | 7% |
| O=C(/C=C/c1ccccc1)Nc1ccc(N2CCCCC2)cc1 | . | . | -8 | -2% |
| Cc1ccc(N2CSC3=C(C#N)C(c4cccs4)CC(=O)N3C2)cc1 (stereo not given) | 13µM* | -10 | ? | -17% |
| CCc1ccc2[nH]c(=O)c(CN(CCO)C(=O)NCc3ccccc3)cc2c1 | 3% | 0 | ? | -4% |

| mol | ALOX15B inhib | IMPase cell inh | PNC assembly inh | ALOX12 inhib |
| --- | --- | --- | --- | --- |
| COc1ccc(OC)c(S(=O)(=O)N2Cc3ccccc3CC2C(=O)Nc2nccs2)c1 (stereo not given) | 14% | 7 | 22 | -9% |
| COc1ccc(Cl)cc1NC(=O)COC(=O)CCCN1C(=O)c2ccccc2C1=O | . | -2 | 0 | 4% |
| N[C@H](Cc1cnc[nH]1)C(=O)O | -7% | 0 | . | -3% |
| COc1ccc(NC(=O)CSc2nc(O)cc(=O)n2-c2ccccc2OC)cc1 | -1% | 6 | -11 | 7.1µM* |
| COC(=O)C(C)Oc1ccc2c(-c3cccc([N+](=O)[O-])c3)cc(=O)oc2c1 (stereo not given) | -5% | -1 | 1 | 6% |
| Cc1ccc(S(=O)(=O)NCc2ccc(C(=O)N3CCCC3)cc2)cc1 | . | . | 50 | -5% |
| CCN1CCCC1CNC(=O)CCc1nc(-c2ccc(C)cc2)no1 (stereo not given) | 12% | ? | 21 | 0% |

Of the compounds above, these have a furan ring, fused or not:
| mol | ALOX15B inhib | IMPase cell inh | PNC assembly inh | ALOX12 inhib |
| --- | --- | --- | --- | --- |
| CCOC(=O)c1c(C)c(C(=O)NCc2ccco2)c(C)n1Cc1ccccc1 | -23% | 2 | 24 | -8% |
| COC(=O)c1ccc(CSc2nnc3n(Cc4ccccc4OC)c(=O)c4ccccc4n23)o1 | -22% | -6 | -8 | -11% |
| O=C(N/N=C/c1cccc([N+](=O)[O-])c1)c1cc2c(ccc3ccccc32)o1 | -26% | -3 | 32 | 3% |
| CCOc1nc(-c2ccccc2)ccc1-c1noc(-c2ccco2)n1 | . | -7 | -100* | -2% |
| Cc1nc2cc(NC(=O)NCc3ccco3)ccc2n1C | 2% | 8 | -9 | -2% |
| O=C(COC(=O)CCNS(=O)(=O)c1ccc(Cl)cc1)NCc1ccco1 | -16% | 9 | ? | 0% |
